TAAR1 antagonist: human TAAR1 antagonism; CHO RD-HGA16 TAAR1, Fluo-8 calcium fluorescence, antagonist; 360,000 compounds, 1.5% hits; AID 624466; inhibition, % at 3 µM; Q96RJ0;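 active = inhibition above a per-plate cutoff, the mean inhibition of test compounds on that plate plus 3 SD, cut at about 49% in these data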;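 note: 0% = DMSO plus EC80 beta-PEA response and 100% = DMSO alone without agonist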
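Test system: hTAAR1-expressing CHO RD-HGA16 cells, Gα16-coupled; Probe or stimulus: EC80 β-phenethylamine stimulus; Compound dosing: single nominal final test compound concentration of 3 µM; Timing: 140 s kinetic read after compound, 140 s after agonist; Signal: Fluo-8 calcium-sensitive fluorescence; Measure: % inhibition of agonist calcium response; Controls: DMSO and EC80 PEA controls.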
M1 ag: agonists of human M1 muscarinic receptor | P11229 | CHO-K1 hM1, Fluo-8 calcium fluorescence, agonist mode; 0% DMSO, 100% acetylcholine EC100 | activation, % at 3 µM | 360,000 compounds, 0.33% hits | AID 588814;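 active = activation above the run's mean compound activation plus 3 SD, cut at about 16% in these data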;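 note: peak over basal fluorescence ratio within a 140 s kinetic read after compound addition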
Target sequence (P11229 whole entry, looked up): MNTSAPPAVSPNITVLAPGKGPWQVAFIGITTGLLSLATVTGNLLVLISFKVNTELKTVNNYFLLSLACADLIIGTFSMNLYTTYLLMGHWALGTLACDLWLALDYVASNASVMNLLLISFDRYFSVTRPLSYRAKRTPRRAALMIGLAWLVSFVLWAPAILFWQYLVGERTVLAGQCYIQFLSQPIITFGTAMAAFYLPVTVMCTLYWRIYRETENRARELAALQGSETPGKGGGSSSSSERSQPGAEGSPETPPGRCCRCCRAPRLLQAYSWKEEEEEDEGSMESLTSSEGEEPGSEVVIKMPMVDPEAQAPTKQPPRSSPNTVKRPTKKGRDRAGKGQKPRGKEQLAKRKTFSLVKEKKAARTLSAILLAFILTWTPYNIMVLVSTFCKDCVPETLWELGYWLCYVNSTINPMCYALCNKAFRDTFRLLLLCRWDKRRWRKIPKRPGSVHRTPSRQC
CHO parental Ca: counter-screen: ATP calcium response change in parental CHO cells; 330,000 compounds, 0.63% hits; inhibition, % at 5.6 µM; AID 463079; parental CHO-K1, ATP-induced calcium, Fluo-8 fluorescence;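 active = inhibition above that plate's mean sample inhibition plus 3 SD, cut at about 26% in these data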;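 note: 0% = ATP-challenged DMSO wells and 100% = DMSO wells without ATP; some compounds past the cut are filed as inactive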
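Material: parental CHO cells / Compound: single nominal dose of 5.6 µM per compound / Signal: Fluo-8 fluorescence / Replicates: singlicate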
M1 ag parental: M1 agonist counterscreen hit in parental CHO-K1 cells; Fluo-8 calcium fluorescence; scaled to maximal ATP response, vehicle zero; activation, % at 3 µM; 360,000 compounds, 0.48% hits; in the data active = activation above about 15%;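 note: untransfected CHO-K1 host cells lacking M1 receptor as counterscreen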
CHO-K1 Ca antag: M1 antagonist counterscreen hit in parental CHO-K1 cells | ATP-induced calcium, Fluo-8 fluorescence | inhibition, % at 3 µM | 360,000 compounds, 0.6% hits;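 active = inhibition above a per-plate cutoff, the plate's mean sample inhibition plus 3 SD, cut at about 24% in these data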;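 note: 0% = DMSO plus EC80 ATP and 100% = DMSO alone without ATP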
CHRM1 antagonist: blocks human M1 muscarinic receptor. P11229. CHO-K1 hM1, Fluo-8 calcium fluorescence, ACh EC80 antagonist. inhibition, % at 3 µM. 360,000 compounds, 1.3% hits. AID 588852;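 active = percent inhibition above its own plate's cutoff, namely the mean of that plate's compound wells plus 3 SD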;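 note: peak over basal fluorescence ratio during 140 s after agonist addition; 0% = ACh EC80 plus DMSO and 100% = DMSO alone without agonist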
OXTR potentiator: human OXTR potentiation; P30559; CHO-OTR cells, Fluo-8 calcium fluorescence, potentiator mode; 0% = oxytocin EC15, 100% = EC100; activation, % at 3 µM; 320,000 compounds, 0.061% hits; AID 2445;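 active = activation above that plate's cutoff, the mean activation of tested compounds plus 3 SD, cut at about 6.6% in these data, passing the limit was not always enough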;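 note: 100% uses oxytocin at 75 nM as the full agonist control; some results filed as inactive read as strong as hits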
Target sequence (P30559 whole entry, looked up): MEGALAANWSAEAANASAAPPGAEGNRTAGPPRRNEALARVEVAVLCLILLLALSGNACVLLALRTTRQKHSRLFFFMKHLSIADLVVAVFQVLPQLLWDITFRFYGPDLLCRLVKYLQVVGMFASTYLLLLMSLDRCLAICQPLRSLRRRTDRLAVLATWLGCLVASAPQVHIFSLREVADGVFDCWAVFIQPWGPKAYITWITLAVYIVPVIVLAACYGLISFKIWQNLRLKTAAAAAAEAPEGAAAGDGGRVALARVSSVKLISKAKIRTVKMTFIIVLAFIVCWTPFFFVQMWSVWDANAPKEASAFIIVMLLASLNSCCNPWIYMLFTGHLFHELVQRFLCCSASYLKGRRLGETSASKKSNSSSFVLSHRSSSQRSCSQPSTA
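Assay system: CHO-OTR cells, human receptor / Also added: oxytocin at about EC15, sub-maximal agonist stimulus / Dosing: single dose, 3.0 µM nominal final compound concentration / Incubation: 6 min pre-incubation, 100 s read / Technique: Fluo-8 calcium dye fluorescence / Read-out: % activation vs EC15 and EC100 oxytocin / Benchmarks: EC15 oxytocin low, 75 nM oxytocin high / Replicates: singlicate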
CHO-K1 Ca PAM: M1 PAM counterscreen hit in parental CHO-K1 cells; ATP EC20, Fluo-8 calcium fluorescence; 0% at ATP EC20, 100% at ATP max; activation, % at 3 µM; 360,000 compounds, 0.02% hits;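 active = activation above the run cutoff, the mean activation of all test compounds plus 3 SD, cut at about 40% in these data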;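 note: peak over basal fluorescence ratio in a 140 s read after ATP addition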
TAAR1 agonist: agonists of human TAAR1. 360,000 compounds, 0.99% hits. CHO RD-HGA16 TAAR1, Fluo-8 calcium fluorescence; vehicle wells 0%, saturating PEA agonist 100%. activation, % at 3 µM. Q96RJ0;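 active = activation above the mean activation of all test compounds in the run plus 3 SD, cut at about 38% in these data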
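Signal – calcium-sensitive Fluo-8 signal, excitation 470-495, emission 515-575 nm · System – RD-HGA16 (CHO) cells co-expressing Gα16 and hTAAR1 · Incubation – 17-24 h seeding, 75 min 37 °C dye, 30 min RT · Compound dosing – 3 µM single concentration · Repeats – no replicates (n 1)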
Numbers without * were called inactive; · = no result given.

SMILES	TAAR1 antagonist	M1 ag	CHO parental Ca	M1 ag parental	CHO-K1 Ca antag	CHRM1 antagonist	OXTR potentiator	CHO-K1 Ca PAM	TAAR1 agonist
CC(C)NC(=O)COC(=O)c1cc(F)c(F)cc1Cl	6.6	-2.9	-0.2	0.5	-3.3	-21.5	-6.9	10.8	0.8
O=C(c1ccco1)N1CCN(c2cc(C(F)(F)F)nc3ncnn23)CC1	-2.0	-4.0	10.2	0.6	-6.4	6.7	-4.7	12.6	5.8
COc1ccccc1OCCNC(=O)C(CCSC)NC(=O)COc1ccccc1 (configuration not stated)	-26.3	-4.7	-5.7	2.6	-9.6	-5.6	-5.2	11.6	6.0
C/C(=N\NC(=O)c1cc(C(C)(C)C)[nH]n1)C12CC3CC(CC(C3)C1)C2	-27.6	1.5	2.1	0.1	-3.3	0.1	-2.7	7.9	-2.1
CCC(Oc1ccccc1)C(=O)O/N=C(\N)c1ccc(OC)c(OC)c1 (configuration not stated)	-23.6	-3.3	-14.1	1.0	-6.5	-0.3	-7.9	22.7	9.0
CCOCCc1nnc(NC(=O)CN2C(=O)c3ccccc3C2=O)s1	6.8	2.0	-7.2	-0.4	-14.3	-10.2	-1.8	12.9	1.3
O=C(c1ccco1)N1CCN(C(=O)C2Cc3ccccc3CN2S(=O)(=O)c2ccc(F)cc2)CC1 (configuration not stated)	-2.3	-3.4	-19.8	0.9	-4.5	8.7	-5.2	17.3	1.7
O=C1NCCCN1C1OC(CO)C(O)C1O (configuration not stated)	0.9	-1.5	·	1.0	4.9	-4.9	·	3.3	0.7
Cc1ccc(C(=O)NNC(=S)NC(=O)c2ccc(Cl)cc2Cl)cc1	107.7*	105.1*	45.0*	107.0*	13.2	45.8*	-14.3	-13.2	171.9*
COc1ccc(CCNC(=O)CSc2ccsc2[N+](=O)[O-])c(OC)c1	8.8	0.1	-8.8	1.0	-10.0	-6.6	-15.8	11.2	6.7
O=C(CCCn1c(SCC(=O)NCCc2ccccc2)nc2ccccc2c1=O)NCC1CCCO1 (configuration not stated)	-13.0	-3.0	-15.6	0.1	-9.4	13.2	-9.6	12.2	-0.7
CCOC(=O)C1(Cc2cccc(F)c2)CCN(C(=O)c2ccoc2C)CC1	7.0	-5.6	-22.6	1.1	-2.5	-8.9	-14.9	5.6	14.2
CS(=O)(=O)N(CC(=O)N1CCc2ccccc2C1)c1cccc(Br)c1	7.3	-3.2	-14.9	0.8	0.4	9.1	3.4	5.0	6.0
CCCc1ccc(S(=O)(=O)NCc2nnc(SC)n2C)cc1	-10.2	-5.1	-7.8	0.7	-16.9	1.0	-4.9	7.8	2.0
COc1cc(NC(=O)c2ccc(Cl)cc2)c(OC)cc1NC(=O)CN1CCOCC1	3.8	-3.3	-16.2	1.1	-10.7	-4.7	7.2	13.6	2.7
O=C(Oc1ccc2c3c(c(=O)oc2c1)CCC3)c1ccco1	1.1	-7.0	-0.6	1.5	-14.2	-7.7	-5.1	24.6	-0.1
COc1ccccc1/C=C/C(=O)NC(=S)N(C)C1CCCCC1	68.5*	-2.5	-21.5	4.3	-5.7	-14.3	2.2	8.4	14.9
COc1ccc(N2CCN(C(=O)c3cc4c(-c5cccc(OC)c5)nn(C)c4s3)CC2)cc1	7.8	-1.7	-15.1	-0.4	-7.0	-6.0	-6.0	15.7	4.8
OC1(c2ccccc2F)CCN(Cc2nnnn2CCc2ccccc2)CC1	-11.9	-0.8	-10.2	0.7	0.4	-6.5	-6.2	-1.6	6.0
CN(C(=O)c1cccc(C#N)c1)c1nnc(C2CCOC2)s1 (configuration not stated)	-7.4	-6.0	-4.1	0.4	-5.0	2.8	-9.3	8.6	10.1
COc1ccccc1N1CCN(CC(=O)Nc2sccc2C#N)CC1	14.2	-4.4	-20.0	1.2	-4.5	-7.1	-7.3	-1.1	2.1
CC(=O)Nc1cccc(-c2ccnc3c2CC(C(=O)NCC2CCOCC2)O3)c1 (configuration not stated)	-40.3	-0.8	·	0.3	-12.9	-14.2	·	11.3	3.1
CC(OC(=O)Nc1ccccc1)C(=O)OC1CCCCC1 (configuration not stated)	-23.3	-7.2	·	-0.2	-11.5	-8.8	·	17.2	-1.0
O=C(O)CCc1ccc(S(=O)(=O)Nc2ccccc2N2CCCCC2)cc1	15.1	-4.3	-16.8	0.9	-8.9	1.4	-6.9	1.6	-1.6
Cc1cc2nc(C3CCCCC3)c(Cc3ccccc3C(F)(F)F)n2c(C)c1Br	5.0	·	·	0.0	-11.7	·	·	15.0	1.2
Following part.
SMILES	TAAR1 antagonist	M1 ag	CHO parental Ca	M1 ag parental	CHO-K1 Ca antag	CHRM1 antagonist	OXTR potentiator	CHO-K1 Ca PAM	TAAR1 agonist
Cc1oc(-c2ccc(Cl)cc2)nc1CN1CCC(C(=O)N2CCN(Cc3ccccc3)CC2)CC1	7.4	0.6	-6.3	4.0	4.6	3.8	-13.6	2.5	2.9
Cc1ccc(-c2csc(/C(C#N)=C/Nc3ccccc3SC(F)(F)F)n2)c(C)c1	-3.7	-1.8	-10.3	0.4	1.4	-6.1	-8.9	11.2	1.1
S=C(Nc1ccccc1)Nc1ccc(Cl)cc1Cl	-2.0	-2.2	-7.9	0.7	-17.0	-4.8	-2.1	21.4	5.8
COc1ccccc1NS(=O)(=O)c1ccc2oc(=O)ccc2c1	3.0	-2.5	-14.0	1.3	-4.0	-5.0	-11.0	0.7	1.1
COc1ccc(OCC(=O)Nc2ccc(S(=O)(=O)Nc3cc(C)nc(C)n3)cc2)cc1	5.3	-3.7	-0.8	0.2	-1.3	5.7	-15.2	2.3	1.5
O=C(COc1ccc2oc(-c3ccccc3)cc(=O)c2c1)Nc1ccccc1	2.3	0.1	-4.4	0.2	9.0	-8.3	-1.4	-9.7	3.2
CCOC(=O)c1ccc(Nc2cc(C)nc3nc(C)nn23)cc1	-16.9	-3.6	7.7	-0.4	0.8	6.8	-4.7	7.2	-0.8
O=c1c2c3c(sc2ncn1/N=C/c1ccccc1)CCCC3	-11.9	-3.5	-0.1	0.4	10.4	21.7	3.5	-3.9	-0.3
COc1cc(/C=C2\SC(=O)NC2=O)ccc1Oc1ccc([N+](=O)[O-])cn1	-21.2	-1.6	-4.5	3.1	-12.5	-7.0	-2.6	18.0	5.0
CC(=O)C(Cc1ccccc1)(Cc1ccccc1)C(C)=O	4.4	-4.6	-0.7	0.0	-0.8	-18.8	-8.5	-13.9	-0.7
O=C(O)CC(C(=O)NC1CCCCC1)C1CCCO1 (configuration not stated)	16.9	-2.7	4.1	0.0	11.3	8.4	2.3	-6.4	-0.7
O=S(=O)(Nc1nc2ccccc2nc1Nc1ccc2c(c1)OCO2)c1ccccc1	5.1	-4.5	-8.6	0.3	-10.2	-5.6	-0.7	23.3	1.1
Cc1cccc(C)c1-n1nnnc1C1c2ccccc2C(=O)N1CCc1ccc(O)cc1 (configuration not stated)	2.0	·	·	5.4	-7.0	·	·	11.0	7.6
O=S(=O)(NCC1CCCO1)c1ccc(Br)s1 (configuration not stated)	9.6	-1.9	-1.9	0.6	-7.3	-13.6	-3.5	11.8	1.8
CN(Cc1ccccc1)C(=O)c1oc(=O)c2ccccc2c1-c1ccccc1	35.6	-7.8	-18.1	2.5	-6.3	21.7	-12.2	14.5	3.9
O=C(Cc1ccccc1)NNC1=NS(=O)(=O)c2ccccc21	5.7	-2.2	-4.8	-0.8	20.4	-1.8	7.1	-13.2	6.8
COc1ccc(C(=O)OCC(=O)N2CCCC2=O)c(OC)c1	-3.6	1.0	-1.2	0.0	-0.9	-5.0	-12.6	0.3	-0.1
Cc1nc(N2CCOCC2)sc1C(=O)NN	1.5	-4.2	-15.0	0.6	-7.1	-3.4	-17.2	-3.8	-0.3
CCn1c(SCC(=O)NC2CC2)nnc1-c1ccccc1	-12.3	-4.1	·	0.5	-8.4	-3.3	·	9.9	2.6
CCCCNC(=O)C1CCCN(S(=O)(=O)CC)C1 (configuration not stated)	3.6	-5.6	-0.7	0.5	-10.6	-2.4	-15.1	5.8	0.1
COc1ccccc1-c1nc2c(c(SCC(=O)N3CCCCC3)n1)Cc1c(CO)cnc(C)c1O2	53.6*	-0.7	-28.7	4.8	3.9	26.8	-5.8	0.8	9.5
COc1ccc(C2=Nn3c(nnc3-c3ccccc3F)SC2)cc1OC1CCCC1	65.9*	-8.4	-11.8	1.0	-1.4	30.7	-1.0	8.8	3.2
CCOC(=O)CCC(NC(=O)c1ccc(NCN2C(=O)CCC2=O)cc1)C(=O)OCC (configuration not stated)	-1.4	-1.1	1.8	0.2	-37.7	-2.3	0.9	6.0	3.4
CC(O)[C@H]1CC[C@H]2[C@@H]3CC[C@H]4C[C@@H](O)CC[C@]4(C)[C@H]3/C(=N/O)C[C@]12C (some centres not stated)	11.1	6.1	-1.5	2.4	-6.7	4.3	-15.6	0.7	10.9
Cc1nc2ccc(N3C(=O)CCC3=O)cc2[nH]1	1.0	-3.2	-12.7	0.2	2.3	-8.6	-9.4	1.0	8.6
N#C/C(=C\c1cc2c(cc1Br)OCO2)C(=O)NCC1CCCO1 (configuration not stated)	-15.6	-3.3	-9.0	0.2	-0.9	4.6	-3.1	6.5	0.6
CC1(C)NC(=O)N(CCSc2ccc(Cl)cc2)C1=O	7.7	-4.5	0.8	0.8	-12.5	-4.9	-1.8	14.3	8.3

Just CHO-K1 Ca PAM, TAAR1 antagonist and CHO parental Ca (6 entries from above):
SMILES | CHO-K1 Ca PAM | TAAR1 antagonist | CHO parental Ca
OC1(c2ccccc2F)CCN(Cc2nnnn2CCc2ccccc2)CC1 | -1.6 | -11.9 | -10.2
CN(C(=O)c1cccc(C#N)c1)c1nnc(C2CCOC2)s1 (configuration not stated) | 8.6 | -7.4 | -4.1
COc1ccccc1N1CCN(CC(=O)Nc2sccc2C#N)CC1 | -1.1 | 14.2 | -20.0
CC(=O)Nc1cccc(-c2ccnc3c2CC(C(=O)NCC2CCOCC2)O3)c1 (configuration not stated) | 11.3 | -40.3 | ·
CC(OC(=O)Nc1ccccc1)C(=O)OC1CCCCC1 (configuration not stated) | 17.2 | -23.3 | ·
O=C(O)CCc1ccc(S(=O)(=O)Nc2ccccc2N2CCCCC2)cc1 | 1.6 | 15.1 | -16.8

Among those listed so far, 2 contain a nitro group on carbon:
SMILES	TAAR1 antagonist	M1 ag	CHO parental Ca	M1 ag parental	CHO-K1 Ca antag	CHRM1 antagonist	OXTR potentiator	CHO-K1 Ca PAM	TAAR1 agonist
COc1ccc(CCNC(=O)CSc2ccsc2[N+](=O)[O-])c(OC)c1	8.8	0.1	-8.8	1.0	-10.0	-6.6	-15.8	11.2	6.7
COc1cc(/C=C2\SC(=O)NC2=O)ccc1Oc1ccc([N+](=O)[O-])cn1	-21.2	-1.6	-4.5	3.1	-12.5	-7.0	-2.6	18.0	5.0
